Screens from PubChem BioAssay.
Anthrax LF inh2 – Bacillus anthracis LF protease inhibitors, primary screen, biochemical, multiplex microsphere, MLPCN library. Lethal factor (Bacillus anthracis), P15917. multiplex microsphere protease cleavage assay. inhibition, % at 10 µM. 0.12% of 360,000 active. AID 588501, 2011; in the data active = inhibition above about 30%; inconclusive = no clear call, values can overlap the other calls; also: plate controls were buffer without enzyme for full effect and enzyme alone for no effect
Target sequence (P15917 whole entry, looked up): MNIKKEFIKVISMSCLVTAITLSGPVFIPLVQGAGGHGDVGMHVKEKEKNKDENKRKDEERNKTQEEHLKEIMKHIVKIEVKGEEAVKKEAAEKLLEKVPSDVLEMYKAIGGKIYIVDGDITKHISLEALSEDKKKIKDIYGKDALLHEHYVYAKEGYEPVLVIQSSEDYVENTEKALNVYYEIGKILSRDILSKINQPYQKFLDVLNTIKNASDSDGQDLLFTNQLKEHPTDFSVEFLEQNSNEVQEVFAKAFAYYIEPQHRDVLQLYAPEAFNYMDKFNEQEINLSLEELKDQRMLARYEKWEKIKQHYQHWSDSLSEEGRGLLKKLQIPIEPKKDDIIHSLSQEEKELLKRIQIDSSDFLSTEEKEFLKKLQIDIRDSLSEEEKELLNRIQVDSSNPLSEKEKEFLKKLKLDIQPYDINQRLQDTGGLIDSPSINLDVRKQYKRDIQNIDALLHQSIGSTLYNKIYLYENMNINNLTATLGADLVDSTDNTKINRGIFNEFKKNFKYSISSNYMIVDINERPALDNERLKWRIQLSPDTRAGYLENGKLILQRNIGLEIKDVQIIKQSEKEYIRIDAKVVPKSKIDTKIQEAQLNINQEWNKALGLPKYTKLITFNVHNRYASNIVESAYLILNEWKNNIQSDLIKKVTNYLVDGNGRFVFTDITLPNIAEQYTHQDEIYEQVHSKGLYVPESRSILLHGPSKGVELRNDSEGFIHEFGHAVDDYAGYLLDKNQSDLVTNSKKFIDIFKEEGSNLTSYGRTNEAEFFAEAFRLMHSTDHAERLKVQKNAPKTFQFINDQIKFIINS
PfHsp40 rescue – rescue of yeast from PfHsp40 toxicity, primary screen, S. cerevisiae, ATP luminescence; S. cerevisiae expressing PfHsp40, growth rescue; growth rescue, % at 12.5 µM; 0.68% of 340,000 active; AID 504582, 2011; in the data active = growth rescue above about 28%, passing the limit was not always enough; inconclusive = no clear call, values can overlap the other calls;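 also: yeast W303a lacking pdr1 and pdr3 grown in galactose medium; growth measured after three days at 30 °C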
Vc quorum ag – inducers of Vibrio cholerae quorum light production without autoinducers, primary screen, BH1578 luxS cqsA deficient, single point; V. cholerae BH1578 lux reporter, luminescence, 6 h; activation, % at 18.7 µM; 0.16% of 350,000 active; AID 588436, 2011; in the data active = activation mostly above about 9.7%, no sharp cut-off; inconclusive = no clear call, values can overlap the other calls; inactive = mostly below about 3.7%; also: not every result past the cut was called active; inactives centre near 0; reference of the scale not given here
TcdB GH inh – TcdB glycohydrolase inhibitors, primary screen, biochemical, single point, plate reader | Toxin B (Clostridioides difficile), P18177 | TcdB glycohydrolase enzymatic assay | inhibition, % at 9.99 µM | 0.24% of 350,000 active | AID 652162, 2013; in the data active = inhibition above about 10%
Y pestis TopoI – Yersinia pestis topoisomerase I inhibitors, primary screen, biochemical, cleavage product accumulation, plate reader, single point. activity, % at 10 µM. Y. pestis Topo-I cleavage product accumulation. 0.064% of 360,000 active; in the data active = activity above about 50%, passing the limit was not always enough; inconclusive = no clear call, values can overlap the other calls; also: inactives centre near 2
PriA SSB inh – inhibitors of Klebsiella pneumoniae PriA binding to SSB C-terminal tail, primary screen, biochemical, AlphaScreen; AlphaScreen SSBct-PriA binding, biotinylated peptide; 0.6% of 430,000 active; inhibition, % at 33 µM; in the data active = inhibition mostly above about 37%, no sharp cut-off; inactive = mostly below about 20%;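 also: plate controls were negative control peptide for no effect and reference peptide for full effect; strong numbers were not always called active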
Rv3671c protease – Rv3671c serine protease inhibitors, primary screen, biochemical, fluorescence polarization, M. tuberculosis H37Rv; P9WHR9; inhibition, % at 5.96 µM; 0.048% of 320,000 active; AID 2606, 2010; in the data active = inhibition above about 38%;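 also: extracellular domain of Rv3671c used as enzyme; 0% = enzyme with DMSO and 100% = no enzyme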
3CLpro inhibitor – SARS-CoV 3CLpro protease inhibitors, primary screen, biochemical, quenched FRET; Replicase polyprotein 1ab (Severe acute respiratory syndrome coronavirus), P0C6X7; recombinant SARS-CoV 3CLpro, quenched FRET peptide cleavage; inhibition, % at 6 µM; 0.14% of 290,000 active; in the data active = inhibition above about 12%
DUSP3 inh – VHR1 phosphatase inhibitors, primary screen, biochemical, absorbance, uHTS; Dual specificity protein phosphatase 3 (Homo sapiens), P51452; recombinant VHR phosphatase, pNPP absorbance; inhibition, % at 13.3 µM; 0.52% of 290,000 active; AID 1654, 2009; in the data active = inhibition above about 50%; also: some compounds called inactive have numbers as strong as hits
MazF activator – activators of E. coli MazEF toxin-antitoxin RNase, primary screen, biochemical, fluorescence, uHTS. activation, % at 20 µM. 0.32% of 350,000 active. FAM/BHQ RNA-DNA oligo cleavage fluorescence, 5 h; in the data active = activation above about 50%
* hit, by the source's call; i = inactive; ? = inconclusive; . = no result given. Only part of the results is shown (hit frequency here may not be typical).

1) COC(=O)c1c(C(=O)OC)c2oc3ccccc3n2c1Cl
2) Cc1ccc(-c2cc3nc(-c4ccc(Br)cc4)cc(N)n3n2)cc1
3) COC(=O)CCCC[C@@H]1SC[C@@H](NC(=O)OC)[C@@H]1NC(=O)OC
4) COc1ccc(/C=N\NC(=O)c2ccc(=O)[nH]n2)cc1O
5) COc1ccc(N(C(=O)CNC(=O)c2ccco2)C(C(=O)NCC2CCCO2)c2ccccc2)cc1 (centres undefined)
6) C=CCC(Nc1ccccc1)c1cccc(OC)c1OC (centres undefined)
7) COc1ccc(NC(=O)c2cc(C3CCCCN3S(=O)(=O)c3cn(C)cn3)on2)c(C)c1 (centres undefined)
8) Clc1ccc(-c2nnc(N3CCCC3)nn2)cc1
entry no.	1	2	3	4	5	6	7	8
DUSP3 inh	22.8	12.7	13.4	-8.8	31.7	21.3	.	25.4
PfHsp40 rescue	-1.2	0.2	-0.7	-1.7	1.0	.	.	-0.3
PriA SSB inh	-15.1	-7.6	-0.9	.	4.7	-25.3	.	26.0
MazF activator	7.5	8.6	0.3	-4.8	9.8	10.2	.	6.9
3CLpro inhibitor	4.6	3.9	4.7	0.5	3.2	1.8	.	-2.8
Y pestis TopoI	1.6	-3.5	5.1	-0.5	-6.2	1.7	0.9	7.6
Vc quorum ag	i	i	-5.4	i	-0.4	-0.6	i	-1.2
Rv3671c protease	-4.2	-7.2	1.0	-2.4	7.0	-1.5	.	0.8
TcdB GH inh	.	.	.	.	0.1	0.6	-0.1	.
Anthrax LF inh2	-2.7	-1.9	1.9	-5.3	0.8	?	1.9	19.6

Along the list, as entered above.
Nos. 3 to 8 in DUSP3 inh, in turn: 13.4, -8.8, 31.7, 21.3, ., 25.4
Nos. 3 to 8 in MazF activator, in turn: 0.3, -4.8, 9.8, 10.2, ., 6.9

Molecules from the list above that have a Cl atom, in the order listed:
1) COC(=O)c1c(C(=O)OC)c2oc3ccccc3n2c1Cl
8) Clc1ccc(-c2nnc(N3CCCC3)nn2)cc1
entry no.	1	8
DUSP3 inh	22.8	25.4
PfHsp40 rescue	-1.2	-0.3
PriA SSB inh	-15.1	26.0
MazF activator	7.5	6.9
3CLpro inhibitor	4.6	-2.8
Y pestis TopoI	1.6	7.6
Vc quorum ag	i	-1.2
Rv3671c protease	-4.2	0.8
TcdB GH inh	.	.
Anthrax LF inh2	-2.7	19.6

2 of these compounds, set out differently:
[1] COC(=O)c1c(C(=O)OC)c2oc3ccccc3n2c1Cl
  DUSP3 inh: 22.8	PfHsp40 rescue: -1.2	PriA SSB inh: -15.1	MazF activator: 7.5	3CLpro inhibitor: 4.6	Y pestis TopoI: 1.6	Vc quorum ag: i	Rv3671c protease: -4.2	TcdB GH inh: .	Anthrax LF inh2: -2.7

[2] Cc1ccc(-c2cc3nc(-c4ccc(Br)cc4)cc(N)n3n2)cc1
  DUSP3 inh: 12.7	PfHsp40 rescue: 0.2	PriA SSB inh: -7.6	MazF activator: 8.6	3CLpro inhibitor: 3.9	Y pestis TopoI: -3.5	Vc quorum ag: i	Rv3671c protease: -7.2	TcdB GH inh: .	Anthrax LF inh2: -1.9
